Source: PubChem (National Center for Advancing Translational Sciences (NCATS))
IL1B secr inh: qHTS for Inhibitors of Inflammasome Signaling: IL-1-beta AlphaLISA Primary Screen. THP-1 LPS/ATP IL-1B secretion, AlphaLISA, 16 h; hits give low values. activity change, % at 57.5 µM. 360,000 tested, 4.7% active. AID 743279, 2014; in the data active means activity change below about -50%; inconclusive means mostly about -30% to -49%; further: on the % scale 0 is the no-effect control and ±100 the full control effect
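Secreted IL-1B measured by AlphaLISA bead assay after 16 h compound exposure of THP-1 cells; compounds (final up to 57.5 uM) added 1 h before LPS (250 ng/mL) and ATP (1.25 mM) stimulation; lower signal means less secretion.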
S2 tox: Viability Counterscreen for Primary qHTS for Inhibitors of ATXN expression. S2 cells (HEK-293 line with an ATXN2-luciferase reporter) viability, CellTiter-Fluor protease fluorescence, 24 h. Potency, µM (doses to about 56.7 µM), actives largely listed as cytotoxic. 400,000 tested, 0.49% active; further: potency means the concentration at half of the fitted maximal effect; nearly all actives have a fitted effect of over 40% in size
KB-V1 cytotox: qHTS assay for MDR1-selective chemotherapeutics: Primary screen using the drug-selected MDR subline cells KB-V1; 400,000 tested, 3.4% active; KB-V1 MDR cells viability, CellTiter-Glo, 72 h; Potency, µM (series often up to 46.1 µM), for inactives: top-dose activity change, negative = cytotoxicity, most hits filed as cytotoxic; AID 1347076, 2019; further: potency means the concentration at half of the fitted maximal effect; on the % scale 0 is the no-effect control and ±100 the full control effect; nearly all actives have a fitted effect of over 60% in size
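Following 72 h at 37 degrees C with compound, KB-V1 cell viability was read by CellTiter-Glo luminescence, medium being phenol-red-free DMEM plus 10% FBS; concentration-response parameters came from normalized, curve-fitted qHTS data.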
ATXN2 expr inh: Primary qHTS for Inhibitors of ATXN expression | HEK-293 ATXN2-luciferase reporter, luminescence, 24 h | Potency, µM (doses to about 57 µM), for inactives: at the top dose activity change, negative = inhibition, actives largely listed as inhibitors | 360,000 tested, 0.72% active | AID 1745845, 2022; further: potency means the concentration at half of the fitted maximal effect; on the % scale 0 is the no-effect control and ±100 the full control effect; nearly all actives have a fitted effect of over 55% in size
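ATXN2-luciferase reporter cells (luciferase flanked by upstream and downstream ATXN2 gene portions) were treated 24 h at 37 °C with compounds at up to 57 uM. SteadyGlo luminescence gave expression; GF-AFC fluorescence gave viability.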
HT1080-NT tox: qHTS for induction of synthetic lethality in tumor cells producing 2HG: qHTS for the HT-1080-NT fibrosarcoma cell line; HT-1080-NT fibrosarcoma viability, CellTiter-Glo ATP luminescence, 48 h; Potency, µM (doses to about 46.1 µM), for inactives: at the top dose activity, negative = less viability, usual class: cytotoxic; 360,000 tested, 1.6% active;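 further: NT is the 2HG producing partner of a matched IDH1 knockdown line; potency means the concentration at half of the fitted maximal effect; 0% = DMSO-treated cells and -100% = media-only wells without cells; nearly all actives have a fitted effect of over 55% in size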
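Luminescent CellTiter-Glo readout after 48 hours of compound exposure at 37 degrees C defined viability of HT-1080-NT cells. Activity was normalized to DMSO wells and cell-free media wells; concentration-response curves were fitted and assigned curve classes.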
KB-3-1 cytotox: qHTS assay for MDR1-selective chemotherapeutics: Primary screen using the parental adenocarcinoma cell KB-3-1 | KB-3-1 viability, CellTiter-Glo ATP luminescence, 72 h | Potency, µM (titrated, usually from 46.1 µM), for the others: top-dose activity change, negative = cytotoxic, usual class: cytotoxic | 400,000 tested, 1.4% active | AID 1347075, 2019; further: potency means the concentration at half of the fitted maximal effect; on the % scale 0 is the no-effect control and ±100 the full control effect; nearly all actives have a fitted effect of over 60% in size
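72 h, 37 °C compound treatment of KB-3-1 parental cells; CellTiter-Glo added, 10 min, luminescence read. Data corrected against DMSO-only plates and normalized before curve fitting.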
HT1080 IDH1KD tx: qHTS for induction of synthetic lethality in tumor cells producing 2HG: qHTS for the HT-1080-IDH1KD cell line; HT-1080 IDH1 knockdown viability, ATP luminescence, 48 h; Potency, µM (doses to about 46.1 µM), inactives show top-dose activity, negative = toxicity, hits mostly cytotoxic; 360,000 tested, 2% active; AID 686971, 2013;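 further: potency means the concentration at half of the fitted maximal effect; 0% = DMSO wells and -100% = cell-free medium wells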
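% activity derives from luminescence (CellTiter-Glo), normalised to DMSO and no-cell wells. HT-1080-IDH1KD cells, 750/well, had 48 h compound exposure at 37 °C.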
SW480 rereplic: A quantitative high throughput screen for small molecules that induce DNA re-replication in SW480 colon adenocarcinoma cells; 340,000 tested, 1.8% active; SW480 DNA re-replication, Hoechst DNA content imaging, 48 h; Potency, µM (top dose mostly 46.1 µM), without a hit: top-dose re-replication activation, most hits filed as activators; further: potency means the concentration at half of the fitted maximal effect; % of control where 0% means no effect; nearly all actives have a fitted effect of over 55% in size
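Treated cells incubate 48 hr (37 C, 5% CO2), are stained 40 min with Hoechst, and nuclear fluorescence is enumerated; a rise in nuclei with high DNA signal marks re-replication.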
MCF10A rereplic: A quantitative high throughput screen for small molecules that induce DNA re-replication in MCF 10a normal breast cells. MCF 10A DNA re-replication, Hoechst nuclear intensity, 48 h. Potency, µM (top dose mostly 46.1 µM), without a hit: top-dose activity, positive = re-replication, usual class: activators. 350,000 tested, 2.9% active. AID 624296, 2012; further: potency means the concentration at half of the fitted maximal effect; % of control where 0% means no effect; nearly all actives have a fitted effect of over 50% in size
* marks the source's active call; other numbers are inactive results; i = inactive; u = inconclusive; x = no result given; [ ] = another dose, or the depositor's remark. Unless noted, the call rests on the fitted dose curve; in most records, active means well fitted curve in the direction sought with a large enough effect; inconclusive means small, poorly fitted or top-dose-only effect, or another doubt; inactive means no such curve, though single readings can be large; an effect the other way counts as inactive or inconclusive.

SMILES | IL1B secr inh | S2 tox | KB-V1 cytotox | ATXN2 expr inh | HT1080-NT tox | KB-3-1 cytotox | HT1080 IDH1KD tx | SW480 rereplic | MCF10A rereplic
O=C(Nc1ccc(Br)cc1)C1CCN(c2ncccn2)CC1 | x | u | -2% | 6% | x | 1% | x | x | x
COc1ccc(-c2cc3ccccc3oc2=O)cc1 | 11 | i | -13% | 26% | 12% | 0% | 0% | -3% | -2%
CCC(Sc1nc2ccsc2c(=O)n1Cc1ccc(C(=O)O)cc1)C(=O)Nc1cc(Cl)ccc1C (stereo not drawn) | 11 | i | -6% | x | 5% | 2% | 2% | x | x
O=C1c2ccccc2C(=O)N1CSc1nnc2c3ccccc3n(CCc3ccccc3)c2n1 | -22 | i | u | -3% | 23% | -21% | 22% | 0% | -7%
O=C(CNC(=O)c1ccc(Br)o1)NNC(=O)c1cccc(Cl)c1 | 49 | i | 18% | 2% | 17% | 2% | -1% | -410%[inhibitor] | 18%
CCn1c(=O)c2cc(C(=O)N(C)CC(OC)OC)sc2c2ccccc21 | 11 | i | 0% | x | -2% | -3% | 0% | -9% | -3%
Nc1nc(SCc2ccc(Br)cc2)c2ncn(C3OC(CO)C(O)C3O)c2n1 (stereo not drawn) | 8 | u | -5% | -15% | -19% | 4% | -17% | -6% | -45%
S=C(NCCC1=CCCCC1)NCc1ccco1 | -16 | i | u | 25% | -10% | -13% | u | -3% | -3%[9.22 µM]
COCCNC(=O)C(c1ccc(C)o1)N(C(=O)c1snc(C(N)=O)c1N)c1ccc(C)c(C)c1 (stereo not drawn) | -1 | i | u | 17% | 10% | -5% | -11% | 2% | -1%
CC(C)(C)c1cc(OC(=O)c2ccncc2)ccc1O | -15 | i | 8% | -3% | 1% | -3% | 0% | -2% | 15%
CC(=O)Nc1sc(N/N=C\c2ccccc2)nc1-c1cccs1 | -17 | i | -20% | 0%[11.3 µM] | 0% | 0% | 1% | -26% | -6%
CCN1CCN(CCCNC(=O)c2cc3cc4ccc(OC)cc4nc3o2)CC1 | -85* | i | u | -20% | -20% | 10% | -15% | u | u
Cc1ccc(S(=O)(=O)N2C[C@H]3[C@H]4C(=O)N(Cc5ccccc5)C(=O)[C@H]4CC(=O)[C@H]3[C@@H]2c2ccccc2F)cc1 | 2 | u | -1% | -7% | -1% | 0% | 2% | x | x
Cc1nnc(NC(=O)C2CCCN(S(=O)(=O)Cc3ccccc3)C2)s1 (stereo not drawn) | 39 | i | 6% | 0% | 5% | 7% | 0% | -4% | 2%
CN(NC(=O)c1ccc(Cl)cc1)c1nc(-c2ccccc2)nnc1C(F)(F)F | 5 | i | 15µM* | -6% | -14% | u | -15% | -2% | u
COC(=O)CC(CP(=O)(O)CN(C)C=O)C(=O)OC (stereo not drawn) | 7 | i | -13% | -3% | 8% | -1% | -1% | -11% | -4%
O=C1C=C(NCCNc2c(F)c(F)c(CO)c(F)c2F)CCC1 | 26 | i | -5% | -5% | 1% | 0% | 6% | -6% | -4%
c1ccc(N2CCN(c3nc(NCc4ccco4)c4ccccc4n3)CC2)cc1 | u | u | 12µM* | u | 16µM* | u | 18µM* | u | u
CC(C)(C)c1ccc(C(=O)NNc2ncnc3c2cnn3-c2ccc(Cl)cc2)cc1 | x | i | -26% | 6% | x | -14% | x | x | x
O=C(COC(=O)CNC(=O)c1ccc(Cl)cc1Cl)NCC1CCCO1 (stereo not drawn) | 8 | i | -5% | 0% | 5% | 21% | 4% | -1% | 3%
O=C(Nc1ccc(O)cc1)c1ccc(NC(=O)C2CCCO2)cc1 (stereo not drawn) | -9 | i | -8% | -22% | u | -16% | u | 8% | -2%
Clc1cccc(CNc2ccn3nc(-c4cccc(OCc5ccccc5)c4)cc3n2)c1 | -27 | i | -12% | -15% | u | u | 9.2µM* | x | x
CCCCNC(=S)N/N=C/c1ccc(OCC(=O)Nc2c(C)cc(C)cc2C)c(OC)c1 | 27 | i | 14% | 2% | 12% | 14% | 8% | -15% | u
Cc1ccnc(-n2c(CCN3C(=O)c4ccccc4C3=O)nc3ccccc3c2=O)c1 | 1 | i | -1% | 4% | 8% | 4% | 8% | -2% | -1%
Cc1ncoc1C(=O)N1CCc2c([nH]c3ccccc23)C1C1CCCCC1 (stereo not drawn) | -7 | i | 7% | 52%[activator] | -21% | 5% | -17% | u | -10%

(more compounds)
SMILES | IL1B secr inh | S2 tox | KB-V1 cytotox | ATXN2 expr inh | HT1080-NT tox | KB-3-1 cytotox | HT1080 IDH1KD tx | SW480 rereplic | MCF10A rereplic
Cc1cc(OCC(=O)Nn2cnnc2)ccc1Br | 0 | i | 8% | 0% | 1% | 1% | 5% | -10% | 1%
c1ccc(-c2cnnc(N3CCOCC3)n2)cc1 | -9 | i | 0% | 14% | 1% | 4% | -2% | 27% | u
CCOC(=O)C(/C=C(\C#N)C(=O)OCC)=C(/N)N1CCN(c2ccc(OC)cc2)CC1 | -2 | i | -11% | -7% | 0% | 2% | -3% | 16% | 6%
Cc1ccc(NC(=O)COc2ccccc2)cc1S(=O)(=O)N1CCCCC1 | -1 | u | u | x | 5% | 12% | -17% | x | x
Cc1cc(C)cc(Oc2coc3cc(OC(=O)c4cccs4)ccc3c2=O)c1 | 19 | i | -28% | 1% | 0% | -15% | -5% | 2% | 7%
CC1CCCCC1NC(=O)NC(=O)COC(=O)c1nccnc1N (stereo not drawn) | 19 | u | 20% | 4% | 9% | 15% | 22% | -3% | -1%
CN(CC(=O)Nc1ccc(F)cc1)C(=O)c1ccc(OCc2cn3ccccc3n2)cc1 | 42 | i | -1% | 3% | -3% | -3% | -4% | -3% | 0%
OC(COc1ccc(F)cc1Cl)CN1CCc2ccccc2C1 (stereo not drawn) | 5 | i | 0% | -16% | -25% | -13% | u | 3% | 16%
CC(C)C[C@H]1CNC(=O)C(=O)N1C[C@@H]1CCCN1C[C@H](Cc1ccccc1)N1C[C@H](Cc2ccccc2)N(CC2CCCCC2)C(=O)C1=O | -30 | u | -7% | -11% | 11% | -26% | 9% | x | x
COc1ccc(C2NC(=O)C(=O)/C2=C(\O)c2ccc(Cl)cc2)cc1OC (stereo not drawn) | -2 | i | -2% | x | -10% | 4% | 6% | -10% | 1%
Cc1cc([N+](=O)[O-])ccc1NS(=O)(=O)c1ccccc1 | 27 | u | -14% | -1% | -10% | -16% | -14% | 25% | u
O=C1NC[C@@H](CCCCN2C[C@H](Cc3ccccc3)N(CCc3ccc(O)cc3)C(=O)C2=O)N(Cc2ccccc2)C1=O | 12 | i | -6% | 3% | 0% | 9% | 1% | x | x
C/C(=N\NC(=O)C1CC1)c1ccc(C)c(C)c1 | -6 | i | -24% | 11% | -12% | -9% | -7% | 7% | 2%
CC(=O)c1cccc(NC(=O)/C=C/c2ccc([N+](=O)[O-])s2)c1 | -104* | x | 21µM* | u | u | u | u | 2.9µM* | 3.7µM*
O=[N+]([O-])c1ccc(CN2CCN(c3ccc(Cl)cc3)CC2)o1 | -7 | i | -2% | -13% | 2% | -1% | 10% | -4% | -9%
CSc1ccc(Cl)c(C(=O)NC2CCCC2)c1 | -3 | i | 11% | -8% | 14% | 11% | 10% | -10% | 1%
Cc1ccnc(NC(=O)CCc2c(C)nc3ncnn3c2C)c1 | 0 | i | -7% | -5% | -5% | 13% | 3% | 1% | 2%
Cc1nnc(SCC(=O)NC2CCCCC2)s1 | 0 | i | -8% | x | -7% | 0% | -2% | 1% | -3%
